aDG glyco act: increases alpha dystroglycan glycosylation | activation, % at 10 µM | 360,000 tested, 0.22% active | Pro5-aDG cells, alpha-DG glycosylation AlphaScreen (IIH6); 0% Pro5, 100% B10-LARGE cell signal;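 active = activation of at least 8% versus controls, or a plate z-score of at least 8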;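 also: Pro5 are CHO cells carrying HIG-tagged alpha-DG that lacks glycosylation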
Vif imaging: inhibitors of HIV Vif; HEK293T cells, Vif self-association by quenched fluorescence, imaging, 24 h; inhibition, % at 7.49 µM; 340,000 tested, 0.35% active; AID 602346; in the data active = inhibition above about 50%, passing the limit was not always enough; also: some results filed as inactive read as strong as hits
MITF TRPM1 inh: MITF TRPM1 promoter inhibition in SK-MEL-5 cells; SK-MEL-5 TRPM1 promoter luciferase, 24 h; inhibition, % at 12.5 µM; 330,000 tested, 0.83% active;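 active = mean inhibition across replicates of 60% or more, whatever share of single replicates reaches that level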; also: values of inactives mirror those of a sister screen read the other way
HIF-2a inh: inhibitors of HIF-2a | 786-0 RCC cells HIF-2a reporter, luciferase luminescence, overnight | inhibition, % at 18.8 µM | 360,000 tested, 0.72% active | AID 624352;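 active = inhibition of the luminescence signal of 40% or more relative to plate controls, in a single-dose primary screen at 18.75 µM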
PDI turbidity: PDI (human) enzyme inhibition | AID 588391 | inhibition, % at 10 µM | PDI insulin aggregation turbidity, A650, 90 min | 350,000 tested, 0.052% active;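 active = mean inhibition across replicates of 30% or more, whatever share of single replicates reach that level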;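 also: absorbance from insulin aggregation driven by PDI reduction with DTT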
Target sequence (P07237 whole entry, looked up): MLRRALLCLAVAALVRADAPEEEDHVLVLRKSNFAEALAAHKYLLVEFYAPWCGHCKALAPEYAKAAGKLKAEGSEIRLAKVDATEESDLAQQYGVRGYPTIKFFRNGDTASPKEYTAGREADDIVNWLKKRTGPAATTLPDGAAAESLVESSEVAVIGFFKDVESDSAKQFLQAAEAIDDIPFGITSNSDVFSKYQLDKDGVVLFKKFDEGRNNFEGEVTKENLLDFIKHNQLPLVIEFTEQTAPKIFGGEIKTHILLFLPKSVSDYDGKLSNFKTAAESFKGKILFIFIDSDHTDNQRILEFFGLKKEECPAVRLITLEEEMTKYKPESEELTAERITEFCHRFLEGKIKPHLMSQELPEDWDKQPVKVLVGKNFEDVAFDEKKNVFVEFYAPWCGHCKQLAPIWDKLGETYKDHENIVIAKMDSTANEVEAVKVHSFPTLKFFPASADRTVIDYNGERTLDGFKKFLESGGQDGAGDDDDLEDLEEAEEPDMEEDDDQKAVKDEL
NR2E3 ag-1: activates human NR2E3 receptor; Q9Y5X4; CHO-S Gal4-NCOR/VP16-NR2E3 two-hybrid, luciferase; inhibition of corepressor binding, % at 3.98 µM; 360,000 tested, 0.35% active; AID 602229;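 active = inhibition above the mean of all tested compounds plus 3 SD, cut at about 70% in these data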;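 also: 0% = DMSO with NR2E3 transfected cells and 100% = cells lacking NR2E3 construct; higher means lower luciferase signal from less NR2E3 corepressor binding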
Target sequence (Q9Y5X4 whole entry, looked up, the tested form may be a part): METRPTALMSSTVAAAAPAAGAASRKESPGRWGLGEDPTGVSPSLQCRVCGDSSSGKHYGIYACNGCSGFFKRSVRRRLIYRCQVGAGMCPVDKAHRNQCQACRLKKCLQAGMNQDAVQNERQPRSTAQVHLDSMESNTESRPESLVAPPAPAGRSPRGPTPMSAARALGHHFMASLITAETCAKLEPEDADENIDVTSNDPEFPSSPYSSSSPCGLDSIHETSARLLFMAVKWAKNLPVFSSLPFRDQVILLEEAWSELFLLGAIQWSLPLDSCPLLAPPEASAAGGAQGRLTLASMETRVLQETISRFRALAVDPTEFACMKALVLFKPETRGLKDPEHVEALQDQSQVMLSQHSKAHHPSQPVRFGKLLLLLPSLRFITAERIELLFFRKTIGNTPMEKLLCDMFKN
CaV13 FRET inh: Disruptors of the CACNA1D IQ motif to Ca2+-dependent inactivation inhibitor domain association, primary screening, Förster resonance energy transfer in intact living …; HEK cells, CFP/YFP FRET ICDI-IQ, plate reader, 10 min; percent FRET-ratio fall versus neutral wells; inhibition, % at 12.3 µM; 340,000 tested, 0.098% active;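 active = mean replicate inhibition of at least 30% and at least 1% of replicates passing that level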;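 also: 0% = median of the neutral control wells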
hiPSC survival: increases survival of single human iPS cells. AID 602274. survival enhancement, % at 20 µM. 360,000 tested, 0.044% active. hiPSC single-cell survival, ATPlite luminescence; 100% = ROCK inhibitor wells, 0% = DMSO; in the data active = survival enhancement above about 18%;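 also: cells exposed to compounds for 16 hours before the ATP read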
Granule exo inh: lytic granule exocytosis inhibition; TALL-104 LAMP-1 surface exposure, flow cytometry; cells stimulated with thapsigargin and PMA; inhibition, % at 10 µM; 360,000 tested, 0.66% active; AID 651702;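 active = inhibition above about 55%, limit read from the data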
NR2E3 ag-2: NR2E3 (human) agonism | 320,000 tested, 0.12% active | inhibition of corepressor binding, % at 4.78 µM | Q9Y5X4 | AID 2300 | GST-NR2E3/biotin-RetCOR TR-FRET, 1536-well;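 active = percent inhibition above the cutoff of mean plus 3 SD of all tested compounds, set per screening campaign, cut at about 20% in these data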;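 also: 0% = DMSO wells and 100% = biotin wells as full block of FRET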
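system = GST-tagged NR2E3 plus biotinylated RetCOR corepressor | input = 1.35 nM GST-NR2E3 | also added = 7 nM biotin-RetCOR | schedule = 5 h incubation at 4 °C | measured by = TR-FRET with europium anti-GST and streptavidin-D2, 340 nm excitation | read-out = percent loss of FRET ratio relative to control wells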
Peg3 promoter: inhibitors of Peg3 promoter | 360,000 tested, 1.7% active | inhibition, % at 20 µM | HeLa PEG-Prom luciferase reporter, luminescence, overnight | AID 588405;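 active = inhibition of at least 50% at 20 µM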
Active calls of the source: *; . = no result given.

mol	PDI turbidity	NR2E3 ag-2	MITF TRPM1 inh	Granule exo inh	CaV13 FRET inh	HIF-2a inh	aDG glyco act	NR2E3 ag-1	hiPSC survival	Vif imaging	Peg3 promoter
COc1cccc(CNC(=O)CCS(=O)(=O)c2ccc3c(c2)NC(=O)C(C)S3)c1 (stereo not given)	-6	-2	8	-4	-7	7	-0.1	-13	0.4	4	15
COC(=O)c1[nH]c2cccc(OC)c2c1NC(=O)CN1CCN(c2cccc(OC)c2)C(C)C1 (stereo not given)	-4	2	11	0	-4	13	0.2	-10	-0.6	-2	26
Nc1ccc(C=Cc2ccc(N)cc2)cc1	.	.	.	3	-12	-41	0.0	-56	-0.6	.	-253
NC(=O)c1cnn2c1NC(c1ccc(F)cc1)CC2C(F)(F)F (stereo not given)	-1	-3	-2	-2	-4	15	0.1	-10	-2.6	-3	13
C#CCNC(=O)C1=C[C@@H](c2coc3ccccc3c2=O)C[C@@H](OCCCCO)O1	-6	-3	1	-1	-11	16	0.1	8	-0.1	10	3
Cc1nc(Cl)c(Cl)n1CCOc1ccccc1	-6	0	-6	1	-3	5	0.5	-49	-0.4	-5	-3
O=C(Cn1cc(C(F)(F)F)ccc1=O)N/N=C/c1ccccc1O	-4	3	13	1	7	8	0.1	-23	-0.6	1	10
Cc1ccc(C(=O)Nc2cc(C(F)(F)F)ccc2-n2cncn2)o1	-3	5	14	1	-3	14	0.2	3	0.1	-2	8
Brc1cccc(OCCN2CCOCC2)c1	-1	2	-12	-5	-4	-26	0.2	0	-0.6	2	-5
O=C(NCc1cc([N+](=O)[O-])ccc1O)c1cccnc1Sc1ccccc1	1	6	-1	-1	.	13	-0.2	11	-0.4	-8	17
O=C(Cc1csc(N2CCOCC2)n1)N/N=C/c1cccc(O)c1	-5	-1	14	-2	-8	2	-0.1	-27	0.7	-7	7
CC1CCC2(CC1)NC(=O)N(CC(=O)Nc1ccc3[nH]c(=O)[nH]c3c1)C2=O (stereo not given)	-9	0	1	-1	-7	4	0.2	-31	-0.5	-16	0
Cc1ccc2oc(=O)c3cnn(CC(=O)N(CCC(C)C)Cc4ccco4)c3c2c1	.	-2	.	1	-5	-1	-0.2	-4	-0.2	10	13
CCCc1nnc(SCC(=O)N2CCCCC2C)n1CCOC (stereo not given)	-2	-1	13	-1	6	16	-0.1	-19	3.7	-1	17
CC(=O)Nc1c(N)c2ccccc2oc1=O	-6	1	8	1	-8	16	-0.1	13	0.1	-3	12
COc1cc(/C=C2\C(=N)N3N=C(S(C)(=O)=O)SC3=NC2=O)ccc1OC(=O)c1cccs1	1	0	-2	3	-6	11	-0.2	-15	0.0	11	0
CCc1nc2ccc(C(=O)Nc3cc(-c4ccccc4)ccc3OC)cn2c1N(C)Cc1ccc(OC)cc1	13	.	.	6	-6	-39	0.7	6	-0.3	21	-13
COc1cccc(N2CCN(CC(=O)Nc3ccccc3C(=O)NCCc3ccccc3)CC2)c1	4	2	-8	1	-16	-201	-0.5	-50	-0.2	14	-85
CCOC(=O)c1cnn(-c2ncnc3sc(CC)cc23)c1N	7	1	-5	-4	.	-97	-0.1	-23	-3.5	.	-34
CCN(Cc1ccc2c(c1)OCCO2)C(=O)CSc1nc(C)nc2sc(C)c(C)c12	-8	2	-9	-3	-16	11	0.4	-7	-0.1	9	37
CSc1nc(C2CC2)cc(-c2cccs2)c1C#N	-3	-1	22	0	.	51*	0.6	4	10	10	57*
O=C(NCCc1ccccc1)c1ccc(CS(=O)(=O)c2ccc(Br)cc2)o1	-6	0	-5	-2	-3	-10	0.7	15	-0.3	-1	14
CC(=O)/C(=C/N(C)C)Sc1ccc(C)cc1	7	6	-2	4	.	16	0.0	24	-3.0	7	13
CC(=O)Nc1ccc(S(=O)(=O)Nc2nc3ccccc3nc2N2CCCCCC2)cc1	0	1	7	5	-5	-5	0.2	-13	1.5	-1	-5
CC(C)N1C(=O)CC(Nc2cccc3cccc(N)c23)C1=O (stereo not given)	0	.	0	0	-13	5	-0.2	-7	-0.8	-5	24
CCOc1ccc(/C=N/n2cnnc2)cc1	0	1	2	-1	.	9	-0.2	23	2.9	.	13
CCOC(=O)COc1ccc(/C=C2\NC(=S)N(CC)C2=O)cc1	-2	-3	6	19	-2	29	-0.1	15	0.9	1	13
Cc1cc(C)c(NC(=O)Cn2nnc(C(=O)NCc3ccco3)c2N)c(C)c1	0	1	-7	-4	-3	6	0.8	10	-0.4	2	0
S=c1[nH]nc(COc2ccccc2)n1/N=C/c1ccccc1Cl	-2	1	5	-6	-5	-25	0.0	-16	-0.4	-2	17
O=C(N/N=C/C=C/c1ccccc1)c1cc(C2CC2)[nH]n1	-47	1	-11	9	-4	-40	0.1	-29	-0.3	-1	-29

Complete entries, quoted from the list. Values in the order: PDI turbidity, NR2E3 ag-2, MITF TRPM1 inh, Granule exo inh, CaV13 FRET inh, HIF-2a inh, aDG glyco act, NR2E3 ag-1, hiPSC survival, Vif imaging, Peg3 promoter
CCN(Cc1ccc2c(c1)OCCO2)C(=O)CSc1nc(C)nc2sc(C)c(C)c12 in the list: -8, 2, -9, -3, -16, 11, 0.4, -7, -0.1, 9, 37
COc1cc(/C=C2\C(=N)N3N=C(S(C)(=O)=O)SC3=NC2=O)ccc1OC(=O)c1cccs1 in the list: 1, 0, -2, 3, -6, 11, -0.2, -15, 0.0, 11, 0

HIF-2a inh: hit marks shown above
Compound	PDI turbidity	NR2E3 ag-2	MITF TRPM1 inh	Granule exo inh	CaV13 FRET inh	HIF-2a inh	aDG glyco act	NR2E3 ag-1	Vif imaging	Peg3 promoter
CSc1nc(C2CC2)cc(-c2cccs2)c1C#N	-3	-1	22	0	.	51*	0.6	4	10	57*

Additional entries.
mol	PDI turbidity	NR2E3 ag-2	MITF TRPM1 inh	Granule exo inh	CaV13 FRET inh	HIF-2a inh	aDG glyco act	NR2E3 ag-1	hiPSC survival	Vif imaging	Peg3 promoter
OC(C#CCN1CCCCC1)(c1ccccc1)c1ccccc1	3	1	-3	-3	-7	17	0.1	4	2.4	-1	-11
O=C(CSc1nnc(NC(=O)CN2CCOCC2)s1)Nc1ccccc1	-8	0	-3	-3	-2	4	-0.2	-12	-0.2	4	0
CN(c1ccc(OCC(=O)OCC(=O)Nc2ccc(Br)cc2)cc1)S(=O)(=O)c1cccs1	-2	1	0	-2	-17	5	-0.3	-6	-0.8	1	-3
Clc1ncc(CN2CCN(Cc3ccccc3)CC2)s1	-1	0	-15	0	.	5	-0.1	-21	-3.1	1	2
Cc1cccc(C)c1NC(=O)C1CC(=O)N(C(C)C)C1 (stereo not given)	4	-2	-3	1	.	-12	-0.3	-22	-1.3	-2	19
CCCNC(=O)Cc1cc(=O)[nH]c(=O)[nH]1	13	0	1	0	-6	13	-0.2	-2	-0.2	-3	-2
CN(C(=O)CSc1nnc(-c2ccco2)n1C)C1CCCCC1	0	.	-1	-4	-6	-16	-0.2	26	-0.4	5	-1
O=C(c1ccc(Cl)cc1)c1cnc(-c2ccc(Cl)cc2)s1	-2	0	-71	-7	-6	-110	-0.1	18	0.0	7	-66
CCOC(=O)N1CCC(NC(=O)CCc2c(C)nc3c(c(C)nn3-c3ccccc3)c2C)CC1	-6	.	12	-5	-6	8	0.7	20	0.6	27	14
CC(C(=O)NCC1CCCCC1)N1CCN(S(=O)(=O)/C=C/c2ccccc2)CC1 (stereo not given)	7	2	-12	1	-5	16	0.1	21	1.6	1	9
O=C(NC(=S)Nc1ccccc1N1CCCC1)c1cccc(F)c1	-5	4	0	-7	-4	-11	-0.1	3	1.5	11	2
CC(=O)c1ccc(NC(=O)COC(=O)/C=C/c2cccs2)cc1	-2	.	11	-7	-4	-6	0.3	-25	-1.1	28	-12
CN1C(=O)N(CC(=O)N2CCN(S(=O)(=O)c3ccc(Cl)s3)CC2)C(=O)C12CCCCC2	5	2	.	-2	-6	9	0.5	21	-0.5	-3	18
O=C(CSc1ccc(-c2cccc([N+](=O)[O-])c2)nn1)N1CCCC1	-4	6	-5	-1	7	-7	0.1	-1	-0.5	-5	-16
COc1cc2c(cc1N)-c1ccc(N)cc1C2	-2	.	-61	8	-10	-128	-0.2	-26	-2.0	1	-219
COc1ccc2sc(N(CCCN(C)C)C(=O)c3ccc(S(=O)(=O)N(C)C4CCCCC4)cc3)nc2c1	0	-3	55	43	-1	-52	0.7	-7	-0.6	6	-4
CSCC[C@H](Nc1ncnc2sc(C)c(C)c12)C(=O)O	1	0	6	1	-5	28	-0.2	-18	11	4	17
CC1(C(=O)O)CCC(C(=O)Nc2ccc3ccccc3c2)C1(C)C (stereo not given)	-3	2	-12	4	-4	17	-0.3	-1	2.9	-2	2
CC1(C)Cc2ccccc2C(CSc2ccccc2C(=O)O)=N1	3	0	0	-2	-5	-18	-0.4	25	-0.4	-1	-12
CN(C)c1ccc(NC(=O)Nc2csc3ccccc23)cc1	0	-1	-91	20	-18	-120	-0.2	-46	-0.5	2	-230
CCc1ccc(CNC(=O)C2CCCN(S(=O)(=O)N(CC)c3ccccc3)C2)cc1 (stereo not given)	2	-2	0	7	-5	-7	0.2	9	0.0	-9	17
COC(=O)CCCC1=CC2=C(c3ccccc3)C(=O)C(C)(OC(=O)C3CCCC3)C(=O)C2=CN1C1CCCC1 (stereo not given)	3	4	11	-4	-8	-17	0.0	-19	-0.3	-2	8
CCOC(=O)CSc1nc2sc3c(c2c(=O)n1CC)CC(C)(C)OC3	1	1	-4	-2	-5	21	0.1	0	0.2	5	9
COc1ccc(COC(=O)C2=C(C)NC(=O)NC2c2ccc(O)c(OC)c2)cc1 (stereo not given)	4	1	-10	1	-7	26	-0.1	-15	-1.2	22	3
CCCN1CCC(=O)N([C@H](CO)c2ccccc2)CC1	7	2	-9	-6	-5	4	-0.2	-17	3.1	1	-3
